DDE Tn7 FP inh: disrupts Tn7 cyclic peptide binding to fibrin D-Dimer-E complex | FP displacement of FITC-Tn7 peptide from fibrin DD(E); 0% = median of compound wells per plate | inhibition, % at 8.3 µM | actives 0.13% (n = 370,000) | AID 720508;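 active = inhibition above the mean of compounds falling within the control limits plus 3 SD of them, cut at about 14% in these data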;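 note: 0% = plate median of compound wells and 100% = 10 µM Aha-Tn7 peptide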
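Test system – human fibrin DD(E) · Times – 10 min preincubation, 3 h with tracer, room temperature · Detection – fluorescence polarization of the labelled Tn7 tracer · Measure – percent inhibition normalized to high-control wells · Benchmarks – high control wells with 10 µM unlabelled Aha-Tn7 peptide (full inhibition) · Repeats – singlicate testing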
PLCb3 inh: inhibitors of human phospholipase C beta3; AID 720704; inhibition, % at 12.2 µM; actives 0.18% (n = 370,000); Purified PLC-beta3, fluorogenic substrate, fluorescence; Q01970; in the data active = inhibition above about 11%;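 note: 0% = median of compound wells on plate and 100% = full blocker control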
KLK7 zymogen act: activates the human kallikrein-7 zymogen; P49862; purified proKLK7, EDANS-DABCYL substrate fluorescence; 100% is mature enzyme control, 0% vehicle; activation, % at 7 µM; actives 0.9% (n = 370,000); AID 652039;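 active = activation above the mean of all tested compounds plus 3 SD, computed per campaign excluding outliers beyond control limits, cut at about 13% in these data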
Target sequence (P49862 whole entry, looked up): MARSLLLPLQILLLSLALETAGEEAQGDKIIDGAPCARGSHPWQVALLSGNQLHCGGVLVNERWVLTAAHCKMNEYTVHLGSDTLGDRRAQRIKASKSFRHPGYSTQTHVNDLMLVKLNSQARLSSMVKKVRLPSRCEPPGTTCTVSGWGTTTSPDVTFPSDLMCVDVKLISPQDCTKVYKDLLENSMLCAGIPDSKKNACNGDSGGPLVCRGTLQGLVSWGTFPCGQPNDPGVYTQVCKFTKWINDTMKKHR
ADAM17 inh: ADAM17 inhibition, QFRET primary screen. P78536. recombinant ADAM17, EDANS/DABCYL FRET peptide cleavage. inhibition, % at 6.95 µM. actives 0.83% (n = 370,000);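 active = inhibition above the mean of compounds lying between control limits plus 3 SD, set per campaign, cut at about 8.5% in these data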;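 note: 0% = DMSO-only wells as the low control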
Target sequence (P78536 215-824 limits assumed): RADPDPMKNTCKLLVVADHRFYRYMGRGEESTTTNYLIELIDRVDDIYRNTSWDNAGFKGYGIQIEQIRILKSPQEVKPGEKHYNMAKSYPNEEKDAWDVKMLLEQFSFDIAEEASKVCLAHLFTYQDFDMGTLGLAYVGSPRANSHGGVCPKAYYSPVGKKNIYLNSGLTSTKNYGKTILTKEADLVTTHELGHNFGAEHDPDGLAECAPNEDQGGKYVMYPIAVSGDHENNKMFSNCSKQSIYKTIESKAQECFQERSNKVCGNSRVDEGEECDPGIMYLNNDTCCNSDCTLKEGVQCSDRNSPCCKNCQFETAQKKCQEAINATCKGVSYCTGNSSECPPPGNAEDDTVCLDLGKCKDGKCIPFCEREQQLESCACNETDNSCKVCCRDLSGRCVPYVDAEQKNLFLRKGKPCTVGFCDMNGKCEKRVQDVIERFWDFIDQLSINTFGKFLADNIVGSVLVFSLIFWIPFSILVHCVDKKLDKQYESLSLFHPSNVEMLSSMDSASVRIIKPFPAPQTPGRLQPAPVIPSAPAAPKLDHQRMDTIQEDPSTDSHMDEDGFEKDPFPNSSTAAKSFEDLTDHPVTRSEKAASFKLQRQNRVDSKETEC
Tn6 DDE FP: DD(E)-Tn6 binding inhibition, primary FP screen. AID 720509. inhibition, % at 8.3 µM. actives 0.21% (n = 370,000). Fibrin DD(E) TRITC-Tn6 fluorescence polarization displacement. P02675;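 active = inhibition above a per-campaign cutoff: mean of compounds within control limits plus 3 SD, cut at about 15% in these data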;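 note: 0% = median of all compound wells on the plate and 100% = blocking peptide control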
MBD2 DNA inh: blocks human MBD2 binding to methylated DNA; inhibition, % at 4.4 µM; TR-FRET, MBD2 binding to methylated oligonucleotide; actives 0.31% (n = 370,000); AID 686964; in the data active = inhibition above about 13%
ARFGAP1 inh: inhibits rat ARF GTPase activating protein 1 | Q62848 | Arfgap1-stimulated ARF1 GTP hydrolysis, GDP FP detection | inhibition, % at 16.5 µM | actives 0.26% (n = 360,000) | AID 651572;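 active = inhibition above a per-plate limit, mean inhibition of low control wells plus 3 SD, cut at about 25% in these data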;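 note: 0% = DMSO wells with enzyme and 100% = wells lacking Arfgap1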
Target sequence (Q62848 1-136 limits assumed): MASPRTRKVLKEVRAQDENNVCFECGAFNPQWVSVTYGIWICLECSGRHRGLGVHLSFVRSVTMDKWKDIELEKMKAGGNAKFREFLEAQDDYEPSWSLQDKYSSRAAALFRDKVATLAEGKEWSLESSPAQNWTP
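Material: rat Arfgap1 GAP domain (His6, aa 1-136), purified enzyme. Also added: human ARF1(Δ1-17)-GTP substrate. Compound dosing: 16.5 µM single point, 1.26% DMSO. Timing: enzyme reaction 120 min at 25 °C after 20 min preincubation. Signal: GDP detection by fluorescence polarization. Read-out basis: percent inhibition of GAP-stimulated GDP formation, scaled between DMSO and no-Arfgap1 medians.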
PLCg1 inh: PLC-gamma1 (human) inhibition, primary screen; P19174; purified PLC-gamma1, fluorogenic substrate, fluorescence; inhibition, % at 12.2 µM; actives 0.84% (n = 370,000); in the data active = inhibition above about 9.5%
ASAP1 inh: ASAP1 ArfGAP inhibition | ASAP1-stimulated ARF1 GTP hydrolysis, GDP FP detection | actives 0.19% (n = 360,000) | Q9ULH1 | inhibition, % at 16.5 µM | AID 624377; in the data active = inhibition above about 25%;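 note: 0% = vehicle with enzyme and substrate and 100% = no enzyme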
UHRF1 MBD2 ctr: blocks human UHRF1 binding to methylated DNA; AID 687016; UHRF1 binding to methylated oligo, TR-FRET; actives 0.75% (n = 370,000); inhibition, % at 4.4 µM; in the data active = inhibition above about 21%;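 note: UHRF1 SRA domain binding a hemimethylated CpG hairpin DNA probe; 0% = median of test compound wells and 100% = reference inhibitor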
Starred values were filed as active, the others as inactive.

Value order: DDE Tn7 FP inh	PLCb3 inh	KLK7 zymogen act	ADAM17 inh	Tn6 DDE FP	MBD2 DNA inh	ARFGAP1 inh	PLCg1 inh	ASAP1 inh	UHRF1 MBD2 ctr
#1 Cc1ccc(C)c(Cn2nnc(C(=O)Nc3ccc4c(c3)OCCO4)c2N)c1
  5	-3	0.0	0	9	-2	4	2	10	-3
#2 Cc1cc(NS(=O)(=O)c2ccc(NC(=O)CSc3nc4ncc(Cl)cc4[nH]3)cc2)nc(C)n1
  -4	-3	-0.5	-5	-2	3	11	4	20	1
#3 CC(=O)Nc1ccc(NC(=O)CSc2nc(C)nc3sc(C)c(C)c23)cc1
  2	-4	-0.5	-4	-1	-2	8	2	1	0
#4 Cn1cc(C=C2C(=O)OC3(CCCCC3)OC2=O)c2ccccc21
  8	-6	-0.5	-6	-2	1	3	-1	2	1
#5 CC1(C(=O)Nc2ccc3c(c2)OCO3)CCN1C(=O)c1ccco1 (configuration not stated)
  1	2	0.3	1	-1	0	-8	2	-18	1
#6 Cc1cc(C)cc(N2C(=O)C3C4C=CC(C4)C3C2=O)c1 (configuration not stated)
  -5	3	0.3	-2	5	0	5	1	5	-1
#7 COc1ccc(-c2cc3cc(OC)c(OC)cc3c(C)n2)cc1
  -3	-242	2.3	-57	-1	0	6	-168	4	-1
#8 O=C(COc1ccc2ccccc2c1)N[C@@H](C(=O)O)c1ccc(O)cc1
  -4	3	-0.5	1	11	-3	0	1	-1	0
#9 O=C(COC(=O)/C=C/c1ccc(Cl)cc1)NCCC1=CCCCC1
  -2	-10	-0.1	-7	-2	1	2	4	-1	9
#10 Cc1ccc(CNC(=O)c2ccc(COc3ccccc3)cc2)cc1
  5	-5	0.7	-1	1	0	13	1	-3	2
#11 OC[C@H]1O[C@@H](n2cnc3c(NCc4ccco4)ncnc32)[C@H](O)[C@@H]1O
  -4	3	0.6	-3	-6	-1	8	-1	-2	-1
#12 CCCCNC(=O)NC12CC3CC(CC(C3)C1)C2
  2	-2	0.3	-2	-1	0	6	3	7	-2
#13 CCCC(=O)c1cc2c(cc1NC(=O)c1ccccc1F)OCCO2
  -1	-21	-0.3	-3	3	0	0	-9	-17	-3
#14 CCN(CC)CCC(O)(c1ccccc1)C1CCCCC1 (configuration not stated)
  -10	-2	-0.1	0	-3	-3	13	2	-1	0
#15 Cc1cccc(C)c1NC(=O)C1C(c2ccc3c(c2)OCO3)=Nc2ccccc2N1C(=O)c1cccc2ccccc12 (configuration not stated)
  -3	-474	-50	-2	-3	2	7	-301	-4	0
#16 Oc1ccc(Cl)cc1-c1cc(-c2ccco2)[nH]n1
  2	-5	-3.1	3	-4	-1	24	-5	3	-3
#17 Cc1oc2c(C)c3oc(=O)c(CCC(=O)O)c(C)c3cc2c1-c1ccccc1
  4	-50	-11	-25	5	8	1	-36	-17	1
#18 CC(C)C1Cc2c(sc3c2c(=O)n(-c2ccccc2)c2n[nH]c(=S)n32)CO1 (configuration not stated)
  -4	-7	-0.2	3	-8	5	6	4	12	0
#19 O=C(C[n+]1ccccc1)Nc1ccccc1[N+](=O)[O-]
  2	-10	0.2	-2	-2	-2	2	-4	-2	4
#20 COc1ccccc1OCCn1c(=O)sc2ccccc21
  3	3	0.0	-4	3	-5	-4	1	-11	0
#21 O=C(c1ccccc1F)N(Cc1ccc2c(c1)OCO2)Cc1cc2cc3c(cc2n2nnnc12)OCO3
  2	-4	-0.7	-8	-1	0	-3	-6	-1	0
#22 COCCNC(=O)C1CCCN(C(=O)c2cncc(Br)c2)CC1 (configuration not stated)
  -3	-2	1.1	-1	0	1	2	-4	10	14
#23 CC(=O)NCCc1ccc(C(=O)COC(=O)c2ccc(C)s2)cc1
  2	1	-0.1	-4	-4	0	11	0	-4	-1
#24 COc1cccc(/C=C/C(=O)OCC(=O)Nc2nnc(-c3ccccc3)o2)c1OC
  -6	-43	1.5	0	-2	1	2	-30	-9	-3
#25 COc1ccc(Cl)cc1C(=O)NCCCn1ccnc1
  12	-6	0.2	-7	4	5	-10	1	10	6
#26 N#CCCN(C(=O)COC(=O)CCc1c[nH]c2ccccc12)c1ccccc1
  7	-6	-0.1	-2	8	0	-1	2	-14	-2
#27 O=[N+]([O-])c1cccc(N=Nc2ccc(O)cc2O)c1
  -3	2	-0.4	-2	-1	-1	-1	-4	1	-6
#28 COc1ccc(C2N(c3ccccn3)C(=O)C3CCCN32)c(OC)c1 (configuration not stated)
  2	-3	-0.4	-1	2	1	4	0	10	1
#29 CCO/C=C1/C(=O)N(CC)c2ccccc21
  0	5	0.4	-1	2	0	-7	3	-8	3
#30 Cc1cc(C)nc(NS(=O)(=O)c2ccc(NC(=O)NC3CCCCC3)cc2)n1
  -3	-1	0.3	-3	-3	3	-8	-2	-9	-3

Part of the list above in order of molar mass, lowest first:
Value order: DDE Tn7 FP inh	PLCb3 inh	KLK7 zymogen act	ADAM17 inh	Tn6 DDE FP	MBD2 DNA inh	ARFGAP1 inh	PLCg1 inh	ASAP1 inh	UHRF1 MBD2 ctr
#27 O=[N+]([O-])c1cccc(N=Nc2ccc(O)cc2O)c1
  -3	2	-0.4	-2	-1	-1	-1	-4	1	-6
#5 CC1(C(=O)Nc2ccc3c(c2)OCO3)CCN1C(=O)c1ccco1 (configuration not stated)
  1	2	0.3	1	-1	0	-8	2	-18	1
#10 Cc1ccc(CNC(=O)c2ccc(COc3ccccc3)cc2)cc1
  5	-5	0.7	-1	1	0	13	1	-3	2
#13 CCCC(=O)c1cc2c(cc1NC(=O)c1ccccc1F)OCCO2
  -1	-21	-0.3	-3	3	0	0	-9	-17	-3
#30 Cc1cc(C)nc(NS(=O)(=O)c2ccc(NC(=O)NC3CCCCC3)cc2)n1
  -3	-1	0.3	-3	-3	3	-8	-2	-9	-3
#21 O=C(c1ccccc1F)N(Cc1ccc2c(c1)OCO2)Cc1cc2cc3c(cc2n2nnnc12)OCO3
  2	-4	-0.7	-8	-1	0	-3	-6	-1	0

Further compounds
Value order: DDE Tn7 FP inh	PLCb3 inh	KLK7 zymogen act	ADAM17 inh	Tn6 DDE FP	MBD2 DNA inh	ARFGAP1 inh	PLCg1 inh	ASAP1 inh	UHRF1 MBD2 ctr
#31 COc1cccc(C(C(=O)NC2CCCCC2)N(CCN2CCOCC2)C(=O)C2COc3ccccc3O2)c1 (configuration not stated)
  -6	-3	-0.4	-1	-6	3	-4	2	14	2
#32 CC(C)(C)C(=O)NNc1nc(-c2ccccc2)c2cc(Br)ccc2n1
  -3	2	0.0	0	-2	-2	-1	0	2	-2
#33 CC(=O)N1CCN(C(=O)c2cccc(S(=O)(=O)N3CCOCC3)c2)CC1
  0	-10	-0.5	-1	1	1	-10	-3	-7	7
#34 O=CN1CCN(C(=O)C(=O)c2cn(CC(=O)N3CCCCC3)c3ccccc23)CC1
  0	-8	0.3	-6	10	4	-5	4	6	3
#35 CSC(=Nc1ccccc1)N=C(SCc1ccccc1)N(C)C
  -5	2	-0.1	-5	1	-1	1	4	11	-1
#36 OCC1(Cc2cccc(C(F)(F)F)c2)CCN(Cc2cc(F)cc(F)c2)CC1
  -1	1	0.0	8	1	-1	-2	5	-10	0
#37 CSCC[C@H](NC(=O)CCNC(C)=O)c1nc2ccccc2[nH]1
  2	4	-0.1	-4	-1	1	0	-1	-2	0
#38 Cc1ccc(N2C(=O)c3ccccc3C2(O)c2ccccc2)cc1 (configuration not stated)
  8	3	-0.2	-1	4	2	-9	1	-4	0
#39 CCOc1ccccc1CNC(=O)c1ccc2nc(N3CCOCC3)sc2c1
  1	-1	0.7	-3	-8	-2	9	0	9	0
#40 O=C(CN1CCN(S(=O)(=O)c2ccc(Br)cc2)CC1)N/N=C/c1ccc(Br)s1
  3	-12	0.6	5	-3	0	3	-5	7	2
#41 Cc1cc(C)cc(N(CC(=O)Nc2ccccc2-c2ccccc2)S(=O)(=O)c2ccccc2)c1
  5	-5	0.0	-5	-5	2	13	7	13	5
#42 O=C(NCCCN1CCN(c2ccccc2F)CC1)C1CC(=O)N(C2CCCC2)C1 (configuration not stated)
  -15	6	0.0	0	1	0	8	3	10	1
#43 CCC(=O)NC(=S)Nc1ccc(NC(=O)c2cc3ccccc3o2)c(OC)c1
  -6	3	-0.1	0	5	-2	6	2	3	0
#44 CN(CC(=O)Nc1ccccc1Cl)C(=O)c1ccccc1SCC(=O)N1CCCC1
  -4	-3	0.0	-8	-6	-5	10	4	-1	-2
#45 COc1ccccc1-n1cc(-c2ccccc2)[nH]c1=S
  -7	-4	-0.2	0	8	5	7	3	1	0
#46 O=C(CSc1nc2ccccc2s1)Nc1cc(C(=O)O)cc(C(=O)O)c1
  2	-4	-0.3	-3	1	-2	5	-3	-7	1
#47 Cc1ccc(S(=O)(=O)NCCCn2ccnc2)cc1
  -2	5	0.2	0	7	-3	7	0	-9	-4
#48 CCCCOc1ccc(-c2nc(=S)[nH][nH]2)cc1
  5	1	-0.3	0	4	3	6	2	0	0
#49 Nc1nc(CSc2ncccn2)nc(Nc2ccccc2)n1
  3	1	-0.2	-2	4	1	-4	1	3	0
#50 Cc1ccc(C(=O)N(CCC2=CCCCC2)c2c(N)n(Cc3ccccc3)c(=O)[nH]c2=O)o1
  6	-10	-0.3	-7	-5	7	1	-6	-5	-1
#51 Cc1ccc(C)c(Oc2ncnc(N)c2[N+](=O)[O-])c1
  -4	4	-0.9	0	2	2	-8	3	-10	-6
#52 Cc1cccc(NC(=O)c2nc[nH]c2C(=O)NC[C@H](C)O)c1
  -2	0	-0.4	-5	8	-6	-4	0	6	-2
#53 S=C(c1ccc(Cl)cc1)N1CCN(Cc2ccccc2)CC1
  2	-1	-0.8	1	-7	-4	4	0	-6	-1
#54 CCN(CC)S(=O)(=O)c1ccc(C)c(NC(=O)CSc2ncc(C(F)(F)F)cc2Cl)c1
  -5	2	-0.2	0	2	0	8	3	-12	-2
#55 Clc1ccc(SCCCCn2cncn2)cc1
  -6	4	-0.4	0	-2	1	-3	5	9	1
#56 CC1(C)Cc2ccccc2C2=C(C(=O)N3CCCCCC3)C(=O)C(=O)N21
  3	-2	0.2	-3	-2	-1	1	-1	10	1

6 entries already listed, ordered by their value in ASAP1 inh, high to low.
cpd	SMILES	PLCb3 inh	KLK7 zymogen act	ADAM17 inh	Tn6 DDE FP	MBD2 DNA inh	ARFGAP1 inh	PLCg1 inh	ASAP1 inh	UHRF1 MBD2 ctr
31	COc1cccc(C(C(=O)NC2CCCCC2)N(CCN2CCOCC2)C(=O)C2COc3ccccc3O2)c1 (configuration not stated)	-3	-0.4	-1	-6	3	-4	2	14	2
41	Cc1cc(C)cc(N(CC(=O)Nc2ccccc2-c2ccccc2)S(=O)(=O)c2ccccc2)c1	-5	0.0	-5	-5	2	13	7	13	5
35	CSC(=Nc1ccccc1)N=C(SCc1ccccc1)N(C)C	2	-0.1	-5	1	-1	1	4	11	-1
39	CCOc1ccccc1CNC(=O)c1ccc2nc(N3CCOCC3)sc2c1	-1	0.7	-3	-8	-2	9	0	9	0
48	CCCCOc1ccc(-c2nc(=S)[nH][nH]2)cc1	1	-0.3	0	4	3	6	2	0	0
51	Cc1ccc(C)c(Oc2ncnc(N)c2[N+](=O)[O-])c1	4	-0.9	0	2	2	-8	3	-10	-6

High-throughput results as filed in PubChem BioAssay.
